Growth percent in the NCI-60 one-dose screen (48 h, 10 µM unless noted): 100 = growth as untreated, 0 = no growth, -100 = all killed.
CCRF-CEM = CCRF-CEM leukemia. hit rate 7% among 77,000. AID 1794778
HOP-62 = HOP-62 NSCLC | hit rate 3.9% among 80,000 | AID 1794735
A549/ATCC = A549/ATCC NSCLC. hit rate 3.7% among 81,000. AID 1794740
EKVX = EKVX NSCLC; hit rate 3% among 71,000; AID 1794765
MOLT-4 = MOLT-4 leukemia cells. hit rate 6.9% among 80,000
RPMI-8226 = RPMI-8226 leukemia cells; AID 1794781; hit rate 7.5% among 77,000
HOP-92 = HOP-92 NSCLC cells. hit rate 6.3% among 71,000
SR = SR leukemia cells; hit rate 8.7% among 73,000; AID 1794780
* marks the source's active call; other numbers are inactive results; · = no result given. The calls were made as follows: active = growth percent below 10; inactive = the rest. Random draw from the library; overall some 12% were active at least once.

SMILES	CCRF-CEM	HOP-62	A549/ATCC	EKVX	MOLT-4	RPMI-8226	HOP-92	SR
Cc1cc[n+](CC(=O)c2ccc([N+](=O)[O-])cc2)cc1	100	112	109	106	96	91	95	110
O=C(Nc1ccc(Cc2ccc(NC(=O)C(c3ccccc3)c3ccccc3)cc2)cc1)C(c1ccccc1)c1ccccc1	92	77	77	97	94	86	85	97
CCOC(=O)c1cnc2c(OC)ccc(OC)c2c1Cl	5.5*	101	97	115	113	100	99	115
Cc1[nH]c(C(=O)Nc2ccc(C(=O)NCCN)cc2OC(C)C)c(Cl)c1Cl	-10*	60	47	88	-28*	·	30	-51*
CCOc1ccccc1NC(=O)c1cc(-c2ccc(OC)c(OC)c2)n(-c2ccc(S(C)(=O)=O)cc2)n1	88	87	83	64	70	58	42	62
COc1ccc(-c2cnc3ccnn3c2-c2cc(OC)c(OC)c(OC)c2)cc1	16	40	47	·	47	24	103	·
CCN1CCN(C(C(=O)NC23CC4CC(CC(C4)C2)C3)c2c[nH]c3ccccc23)C(=O)c2ccccc2C1=O (stereo not given)	87	·	84	82	83	85	80	82
Clc1ccc2sc(-c3ccccc3)nc2c1	87	74	71	88	92	97	105	83
COc1ccc(Nc2nc(SC)nc(-c3cccc(N)c3)c2C#N)cc1	89	93	92	86	88	100	70	·
CC(C)=CCC[C@](C)(O)C1CC[C@]2(C)[C@@H]1CC[C@@H]1[C@@]3(C)CC/C(=N\OCCC#N)C(C)(C)[C@@H]3CC[C@]12C (stereo not given in full)	76	89	76	72	77	36	105	62
COc1ccc(-c2cnc3nonc3n2)cc1OC	67	98	91	62	79	47	95	31
Cc1cc(C(C)(C)C)c(O)c(C)c1CC1=NCCN1	103	115	103	93	99	111	113	101
CC(=O)OCC1OC(n2cc(COc3ccc4ccc(=O)oc4c3)nn2)C(OC(C)=O)C(OC(C)=O)C1OC1OCC(OC(C)=O)C(OC(C)=O)C1OC(C)=O (stereo not given)	98	103	112	103	101	100	94	96
CCCCCCNC(=O)N1C(=O)CCC1C(=O)NCc1ccc(Cl)cc1Cl (stereo not given)	101	106	91	91	89	93	101	·
COc1ccc(C2=NOC(CC(=O)N3CCCCC3)C2)cc1OC1CCCC1 (stereo not given)	102	91	102	83	119	103	83	96
CCCCSc1cc(C)nc(N)n1	92	91	98	97	102	73	·	98
CCOC(=O)Oc1c(OC)cc(C(=O)c2ccc(OC)c(O)c2OC)cc1OC	15	24	26	59	28	21	48	28
Cc1ccc(-c2c(C#N)c(=O)oc3cc(O)ccc23)cc1	65	82	94	104	81	84	43	88
CCC(=O)Nc1ccccc1C#C/C=C\C#Cc1ccccc1SC	27	67	62	66	41	20	48	·
COc1ccc2c(c1)nnc1c3cccnc3[nH]c21	-0.9*	6.4*	41	34	-22*	-42*	-37*	·
CC1CCC(=O)N1C (stereo not given)	102	108	104	113	80	103	98	101
C=CN(C(=O)N1CCN(c2cc3c(cc2F)c(=O)c(C(=O)O)cn3C2CC2)CC1)c1nc(-c2ccccc2)cs1	93	98	102	109	88	93	91	86
CC1=NNC(=O)C1CCO (stereo not given)	102	106	112	101	96	108	127	102
O=C1c2cccc3cccc(c23)C(=O)N1Nc1nc(NCCN2CCOCC2)nc(N2CCOCC2)n1	84	87	100	94	87	81	79	83
CC(=O)Oc1c(CBr)cccc1C(=O)O	·	105	102	·	106	107	109	91

(list continues)
SMILES	CCRF-CEM	HOP-62	A549/ATCC	EKVX	MOLT-4	RPMI-8226	HOP-92	SR
O=C(CSc1nnc(-c2ccc(Cl)cc2)n1-c1ccccc1)Nc1cccc(Cl)c1	78	104	26	62	86	34	·	21
O=c1c2ccccc2[nH]c(=S)n1-c1ccc(S(=O)(=O)Nc2ccc(Cl)nn2)cc1	104	105	100	93	105	100	106	100
CCOC(=O)C1=NN(c2ccccc2)C(=O)/C1=C/N1C(=O)/C(=C/c2ccc([N+](=O)[O-])cc2)SC1=S	100	84	71	97	93	72	54	84
O=C(Cn1c(=O)[nH]c2ccccc2c1=O)NCc1ccccc1	93	113	101	96	108	101	106	·
O=c1[nH]c(=S)[nH]n1C(=S)n1[nH]c(=S)[nH]c1=O	94	97	94	105	112	99	82	100
NC(N)=N/N=C/c1c(Cl)cccc1Cl	93	92	82	100	103	117	85	·
COc1cc(/C=C2\CN(S(=O)(=O)c3ccc(C)cc3)C/C(=C\c3cc(CN4CCCC4)c(O)c(OC)c3)C2=O)cc(CN2CCCC2)c1O	-5.6*	4.1*	21	0.2*	-8.5*	-35*	-17*	-19*
CC1=C(CC(=O)c2cccc([N+](=O)[O-])c2)C(=O)c2ccccc2C1=O	4.6*	-67*	-15*	·	36	-7.2*	-22*	-46*
NS(=O)(=O)c1ccc(-c2cc(-c3nnc(SCC(=O)Nc4ccc(Cl)cc4)n3-c3ccccc3)c3ccccc3n2)cc1	49	91	70	77	38	62	87	46
CCC(C)(c1cc(C(C)(C)C)c(O)c(C(C)(C)C)c1)c1cc(C(C)(C)C)c(O)c(C(C)(C)C)c1	99	92	94	107	100	·	93	90
CCC(=O)c1c(C)cc(C)c(C(=O)CC)c1C	86	92	79	98	98	96	89	101
CSSSC	110	94	99	100	121	112	109	117
C/C(O)=C(\C=N\C(N)=S)C(=O)Nc1ccccc1	·	91	100	106	103	·	·	92
CCOC(=O)N1C2c3ccccc3C(c3ccccc32)N1C(=O)OCC	70	110	94	107	90	101	·	87
Clc1ccnc2c1ccc1c(Cl)ccnc12	70	73	44	86	68	37	74	42
O=C(Nc1ccc(NC(=O)c2cc(S(=O)(=O)Nc3ccc(F)cc3)c(O)c(O)c2O)cc1)c1cc(S(=O)(=O)Nc2ccc(F)cc2)c(O)c(O)c1O	96	92	102	100	95	98	108	84
O=C1NC(C(=O)NCc2ccc(Cl)cc2Cl)CO1 (stereo not given)	110	98	88	102	106	101	97	100
CCN(CC)CCN1c2ccccc2Sc2c1ccc1ccccc21	39	61	79	79	·	78	42	29
Cc1ccc(N2CCOC2=O)cc1N1CCOC1=O	·	91	·	·	98	98	99	99
CCOC(=O)C1(NC(=O)C(C)NC(C)=O)CCCC1 (stereo not given)	101	95	102	98	90	106	116	·
CCOC(=O)N(c1ccccc1)c1ccccc1	95	98	94	·	90	96	89	91
COc1nc(OC)nc(-c2cnc3cc(N(C)C)ccc3c2)n1	115	82	90	86	94	112	82	105
CCN(CC)CCNc1ccc(CO)c2sc3ccccc3c(=O)c12	37	43	24	66	9.0*	37	·	·
O=C(/C=C/C(=O)N1CCc2ccccc2C1)N1CCc2ccccc2C1	98	88	102	100	·	·	101	·
Nc1nc(-c2cc(-c3ccco3)nc(N)n2)cc(-c2ccco2)n1	83	100	111	96	123	111	120	·

Grouped by structure: those above containing a COOH group.
SMILES	CCRF-CEM	HOP-62	A549/ATCC	EKVX	MOLT-4	RPMI-8226	HOP-92	SR
C=CN(C(=O)N1CCN(c2cc3c(cc2F)c(=O)c(C(=O)O)cn3C2CC2)CC1)c1nc(-c2ccccc2)cs1	93	98	102	109	88	93	91	86
CC(=O)Oc1c(CBr)cccc1C(=O)O	·	105	102	·	106	107	109	91

More structures.
SMILES	CCRF-CEM	HOP-62	A549/ATCC	EKVX	MOLT-4	RPMI-8226	HOP-92	SR
NS(=O)(=O)c1ccc(CCn2c(SCC(=O)N/N=C/c3cc(Cl)ccc3Cl)nc3ccccc3c2=O)cc1	21	61	26	77	25	23	60	43
CNc1ccc(Br)c2c1C(=O)c1ccccc1C2=O	86	107	110	115	95	88	81	101
CCCCCCCCN(CCCCCCCC)CC(O)c1cc(Cl)ccc1OC (stereo not given)	93	81	84	60	79	41	66	14
CC(=O)NNC(=S)/N=C/c1c(C)[nH]n(-c2ccccc2)c1=O	99	95	92	108	103	93	72	97
C[C@H]1c2[nH]c3ccccc3c2C[C@@H]2C(=O)N(Cc3ccccc3)C(=S)N21	16	106	93	93	92	82	99	97
C(CCCCCCCCCCOC1CCCCC1)CCCCCCCCCOC1CCCCC1	114	103	110	108	112	105	109	112
O=C(CC(O)(c1ccccc1)c1ccccc1)Nc1ccccn1	84	·	95	99	75	91	·	·
COc1ccc(-c2nc(SCC(=O)c3ccc4ccccc4c3)[nH]c(=O)c2C#N)cc1	106	100	104	102	107	104	112	111
Cc1ccc(/C=N/Nc2nc(Nc3ccccc3)nc(-n3nc(C)cc3C)n2)cc1	41	73	26	27	42	33	61	36
CCCOCC(O)c1ccccc1 (stereo not given)	88	93	109	106	84	107	80	99
N#CC(c1ccccc1)C(C/C(=N\O)c1ccccc1)c1ccccc1 (stereo not given)	89	97	73	75	72	70	60	69
CSc1nc(=O)n(-c2ccc3c(c2)OCCO3)c(=O)n1Cc1ccc(C(C)(C)C)cc1	82	·	90	·	69	71	·	67
O=C(N/N=C/c1ccc(Br)s1)c1[nH]c2ccc(Br)cc2c1-c1ccccc1	9.1*	46	29	41	14	5.5*	47	10
O=C(O)/C=C/c1cn(-c2ccccc2)nc1-c1ccc(Cl)cc1	99	90	85	97	102	93	79	92
Oc1ccc(CCn2c(O)c(/C=C3\C=Nc4ccccc43)sc2=S)cc1	42	103	65	81	46	43	88	90
COc1cc(OC)cc(N2C(=O)N(Cc3ccc(C(C)(C)C)cc3)c3ccccc3S2(=O)=O)c1	85	95	93	·	93	35	56	42
CCOC(=O)c1cnc2ccc(Br)cc2c1Nc1cccc(S(=O)(=O)NC)c1	105	92	104	96	115	110	102	124
COc1ccc(C2CC(c3ccc(N4CCOCC4)cc3)=NN2c2nc(-c3ccc(F)cc3)c(C#N)c(N3CCOCC3)n2)cc1OC (stereo not given)	87	94	90	79	72	73	·	68
CCOC(=O)/C(C#N)=C\c1ccc(N(CC)CC)cc1	83	90	88	97	86	97	102	72
COC(=O)C1=Nc2c/c(=C\c3[nH]c(=S)[nH]c3O)oc2=C1	109	·	101	97	81	99	36	61
COc1cc(/C=C/C(=O)c2c(C)nc3ccccc3c2C)ccc1OCCCOc1cc2c(cc1OC)C(=O)N1CCC[C@H]1C=N2	-49*	-6.7*	2.4*	-76*	-25*	-23*	-45*	-34*
COc1cc(/C=C2\Cc3ccccc3C2=O)cc(OC)c1OC	102	·	97	94	95	98	98	·
c1cc[n+](Cc2ccc3ccccc3n2)cc1	69	99	68	83	110	88	51	97
COc1ccc(/C(=C\c2ccccc2)C(=O)O)cc1OC	117	2.2*	102	101	108	102	98	108
O=c1[nH]c2c(cc1S(=O)(=O)c1ccccc1)CCc1c-2cnn1-c1ccccc1	106	99	92	104	105	103	67	78

Among those listed so far, these have a cyano group.
SMILES	CCRF-CEM	HOP-62	A549/ATCC	EKVX	MOLT-4	RPMI-8226	HOP-92	SR
COc1ccc(Nc2nc(SC)nc(-c3cccc(N)c3)c2C#N)cc1	89	93	92	86	88	100	70	·
CC(C)=CCC[C@](C)(O)C1CC[C@]2(C)[C@@H]1CC[C@@H]1[C@@]3(C)CC/C(=N\OCCC#N)C(C)(C)[C@@H]3CC[C@]12C (stereo not given in full)	76	89	76	72	77	36	105	62
Cc1ccc(-c2c(C#N)c(=O)oc3cc(O)ccc23)cc1	65	82	94	104	81	84	43	88
COc1ccc(-c2nc(SCC(=O)c3ccc4ccccc4c3)[nH]c(=O)c2C#N)cc1	106	100	104	102	107	104	112	111
N#CC(c1ccccc1)C(C/C(=N\O)c1ccccc1)c1ccccc1 (stereo not given)	89	97	73	75	72	70	60	69
COc1ccc(C2CC(c3ccc(N4CCOCC4)cc3)=NN2c2nc(-c3ccc(F)cc3)c(C#N)c(N3CCOCC3)n2)cc1OC (stereo not given)	87	94	90	79	72	73	·	68
CCOC(=O)/C(C#N)=C\c1ccc(N(CC)CC)cc1	83	90	88	97	86	97	102	72

A few values from above.
A549/ATCC, `COC(=O)C1=Nc2c/c(=C\c3[nH]c(=S)[nH]c3O)oc2=C1` stands at 101
RPMI-8226, `COc1cc(/C=C2\Cc3ccccc3C2=O)cc(OC)c1OC` stands at 98
SR, `CCCOCC(O)c1ccccc1` (stereo not given) stands at 99

Next section.
SMILES	CCRF-CEM	HOP-62	A549/ATCC	EKVX	MOLT-4	RPMI-8226	HOP-92	SR
OC(CBr)c1cc(-c2ccc(Cl)cc2)nc2cc(Cl)ccc12 (stereo not given)	94	83	101	81	87	89	87	95
CN1CCN(c2ccc(NC(=O)c3cncnc3Nc3ccc4c(ccn4Cc4ccccn4)c3)cc2)CC1	57	81	84	98	82	62	68	12
COc1ccc2c(c1)O/C(=C\c1cccc(OCC(=O)Nc3nc4c(s3)CCCC4)c1)C2=O	-68*	103	95	90	25	50	-23*	·
CC1(C)CC(=O)C2=C(C1)N(c1ccc(OC(F)(F)F)cc1)C(N)=C(C#N)C2c1cc(Cl)ccc1Br (stereo not given)	98	69	83	92	98	97	79	92
O=Nc1c(-c2c(O)[nH]c3ccc([N+](=O)[O-])cc23)[nH]c2ccc(O)cc12	0.5*	-9.8*	11	·	2.2*	-7.9*	-3.1*	0.4*
c1ccc(C2=Nn3c(nnc3-c3ccccc3)SC2)cc1	103	109	101	98	110	99	59	90
COc1ccc(C(=O)/C=C/c2c(C)nn(-c3ccccc3)c2/N=C/N(C)C)cc1	79	97	86	81	69	42	48	35
CCCOc1ccc(/C=N/NC(N)=S)cc1	·	110	96	60	60	59	110	94
Cc1cc(N=C2NC(=O)/C(=C/c3cccs3)S2)no1	52	57	75	78	62	74	67	65
O=C(c1sc(-c2ccc(F)cc2)cc1O)N1CCOCC1	93	117	98	102	75	100	106	71
CCNCCNc1cc(-c2ccc(C(F)(F)F)cc2)c(C#N)c2nc3cc(Cl)c(Cl)cc3n12	-48*	-82*	-88*	-94*	-57*	-42*	-84*	-49*
C/C(=N\NC(=O)CSc1nc(-c2cnccn2)cc(-c2cccs2)c1C#N)c1ccc(Cl)cc1	94	101	107	97	99	111	·	116
COc1cc2ncnc(Nc3ccc(F)c(Cl)c3)c2cc1OCC(=O)N1CCCCC1	94	103	68	64	74	82	82	75
COc1cccc(Oc2nc(Nc3ccc(N4CCOCC4)cc3)ncc2NC(=O)Nc2c(Cl)cccc2Cl)c1	86	76	71	98	82	81	89	57
COc1ccc(C(=S)N2CCN(c3ccc(Cl)cc3)CC2)cc1OC	86	105	75	106	60	70	85	77

Compound activity deposited in PubChem BioAssay by NCI.
